Bcl-W Bim block: human Bim-Bcl-W interaction inhibition | Q92843 | actives 0.02% (n = 190,000) | bead-based flow cytometry, Bim peptide-Bcl-W binding | inhibition, % at 10 µM;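 also: 0% = bound tracer without compound and 100% = peptide blocker; higher means less fluorescent Bim peptide bound to Bcl-W beads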
ABCB1 block: blocks JC-1 efflux by human ABCB1 transporter; CCRF-Adr cells, flow cytometry; P08183; actives 0.067% (n = 190,000); inhibition, % at 6.6 µM; in the data active = inhibition above about 40%;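 also: 0% = vehicle and 100% = reference inhibitor; higher value means more JC-1 retained so stronger ABCB1 efflux block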
RGS4-Gao reg: human RGS4-Galphao interaction regulation | Multiplexed bead flow cytometry, RGS4-Galphao binding; actives lie on both sides | binding response (% of control), % at 10 µM | actives 0.33% (n = 220,000); in the data active = binding response below about 49% or above about 150%; inactive = in between;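 also: fluorescent Galphao activated with aluminum fluoride binding bead-coupled RGS4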
RGS8-Gao reg: regulators of human RGS8-Galphao interaction; P09471; multiplexed bead flow cytometry, RGS8-Galphao binding; actives lie on both sides; response (percent of control binding), % at 10 µM; actives 0.34% (n = 220,000); AID 1423; in the data active = response below about 60% or above about 140%; inactive = in between;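 also: Galphao activated as the GDP aluminium fluoride complex binding bead-coupled RGS8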
Bcl-2 Bim block: inhibitors of Bim-Bcl-2 interaction, human; P10415; actives 0.06% (n = 190,000); Bead-based flow cytometry, Bim peptide-Bcl-2 binding; inhibition, % at 10 µM; in the data active = inhibition above about 40%;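 also: 0% = no compound wells with probe peptide and 100% = reference peptide inhibitor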
Bfl-1 Bim block: inhibitors of Bim-Bfl-1 interaction, human. Q16548. Bead-based flow cytometry, Bim-Bfl-1 binding inhibition. inhibition, % at 10 µM. actives 0.12% (n = 190,000). AID 1008;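 also: 0% = wells without compound plus tracer and 100% = blocker peptide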
RGS7-Gao reg: regulators of human RGS7-Galphao interaction; actives 0.35% (n = 220,000); binding response (% of control), % at 10 µM; AID 1439; Multiplexed bead flow cytometry, RGS7-Galphao binding; actives lie on both sides; in the data active = binding response below about 49% or above about 150%;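 also: fluorescent Galphao held in activated GDP-AlF4 state binding bead-coupled RGS7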
ABCG2 inh: human ABCG2 inhibition, ABCB1 as counter-screen. Q9UNQ0. IgMXP3 cells, JC-1 efflux, flow cytometry. inhibition, % at 6.6 µM. actives 0.1% (n = 190,000);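 active = inhibition above 80%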;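 also: 0% = DMSO and 100% = nicardipine control wells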
Target sequence (Q9UNQ0 whole entry, looked up): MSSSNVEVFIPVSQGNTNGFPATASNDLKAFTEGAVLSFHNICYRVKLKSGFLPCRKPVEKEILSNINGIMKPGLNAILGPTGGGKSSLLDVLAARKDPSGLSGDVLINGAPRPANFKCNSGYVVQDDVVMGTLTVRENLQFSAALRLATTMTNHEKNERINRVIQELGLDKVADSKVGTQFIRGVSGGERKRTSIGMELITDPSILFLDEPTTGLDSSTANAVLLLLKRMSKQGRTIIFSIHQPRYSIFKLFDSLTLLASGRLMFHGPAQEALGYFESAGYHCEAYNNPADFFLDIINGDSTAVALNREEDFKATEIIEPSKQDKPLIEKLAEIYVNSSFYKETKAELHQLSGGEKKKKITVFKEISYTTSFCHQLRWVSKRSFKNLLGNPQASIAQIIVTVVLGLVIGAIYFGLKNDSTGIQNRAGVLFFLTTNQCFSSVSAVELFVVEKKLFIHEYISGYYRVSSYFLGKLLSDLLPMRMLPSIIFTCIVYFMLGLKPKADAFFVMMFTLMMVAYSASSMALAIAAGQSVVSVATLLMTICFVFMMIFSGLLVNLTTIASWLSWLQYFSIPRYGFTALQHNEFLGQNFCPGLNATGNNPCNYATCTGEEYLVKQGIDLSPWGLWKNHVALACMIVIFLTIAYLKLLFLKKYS
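Test system: IgMXP3 (ABCG2) plus far-red-tagged CCRF-Adr (ABCB1) cells. Reagent: JC-1 dye as substrate. Timing: 10 min exposure at 25 °C with rotation, no wash. Measured by: flow cytometric JC-1 green MFI at 530 nm. Read-out: percent efflux inhibition, scaled nicardipine 100% to DMSO 0%. Control set: nicardipine and DMSO wells.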
Bim-Bcl-XL: inhibitors of Bim-Bcl-XL interaction, human; inhibition, % at 10 µM; actives 0.04% (n = 190,000); Bim peptide-Bcl-XL binding, bead flow cytometry, fluorescence; Q07817
Bcl-B Bim block: disrupts Bim peptide binding to human Bcl-B. Q9HD36. bead-based flow cytometry. inhibition, % at 10 µM. actives 0.073% (n = 190,000). AID 951;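 also: 0% = tracer peptide without compound and 100% = reference inhibitor peptide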
GSH fluor: compound fluoresces at 488/530 nm on GSH beads | GSH beads flow cytometry, compound fluorescence 488/530 nm; active compounds read high | actives 0.25% (n = 190,000) | fluorescence (KMESF) at 10 µM; in the data active = fluorescence above about 89;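 also: glutathione beads carrying GST-tagged Bcl family fusion proteins plus one bare bead set; values are compound well signal with DMSO vehicle wells as background; inactives centre near 16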
Numbers without * were called inactive. Rule as the data show it, unless noted: active = inhibition above about 40%.

item | SMILES | GSH fluor | Bcl-W Bim block | Bim-Bcl-XL | Bfl-1 Bim block | Bcl-2 Bim block | ABCG2 inh | ABCB1 block | RGS4-Gao reg | Bcl-B Bim block | RGS8-Gao reg | RGS7-Gao reg
1 | Cc1ccc(C(=O)/C=C/NCc2ccc(F)cc2)cc1 | 14 | -1 | -1 | -5 | 2 | 10 | 1.2 | 99 | -1 | 101 | 97
2 | COC(=O)c1cc(C(=O)c2ccc(Cl)cc2Cl)cn1C | 15 | -8 | -5 | -5 | -2 | 9 | 0.7 | 109 | 0 | 116 | 102
3 | CCCOc1ncnc2c1[nH]c1ccccc12 | 52 | -1 | 4 | -9 | -8 | 3 | 0.0 | 105 | -8 | 105 | 100
4 | CC1=CC(C)(C)N(C(=O)CN2C(=O)CCC2=O)c2ccc(C)cc21 | 26 | -1 | -1 | -4 | 0 | 3 | 0.9 | 101 | -1 | 99 | 99
5 | CN(C(=S)SCc1ccccc1)C1CCS(=O)(=O)C1 (configuration not stated) | 9 | 0 | 0 | -5 | -8 | 1 | 3.0 | 105 | -2 | 106 | 104
6 | O=C(NC1CC2CCC(C1)N2Cc1ccco1)c1ccccc1 (configuration not stated) | 21 | 0 | 0 | 1 | 1 | 5 | 1.3 | 103 | -3 | 101 | 101
7 | CCOC(=O)C(NC(=O)CC(C)C)(Nc1cc(C)on1)C(F)(F)F (configuration not stated) | 23 | 0 | 2 | -14 | -7 | 2 | 1.0 | 100 | -7 | 102 | 102
8 | O=C(NCCO)c1ccc2[nH]c3ccccc3c2c1 | 37 | -8 | -8 | -13 | -14 | 20 | 1.1 | 92 | -7 | 93 | 92
9 | COCCN1CCn2c(nc3cc(NC(=O)NC4CCCCC4)ccc32)C1 | 19 | 2 | -2 | -3 | 2 | 0 | -0.1 | 103 | 0 | 100 | 104
10 | COc1cccc(CNC(=O)c2cc(COc3c(F)cccc3F)on2)c1 | 9 | 0 | -5 | -4 | -1 | 8 | 2.4 | 101 | -1 | 98 | 99
11 | CCOC(=O)c1cc(-c2ccc(OC(F)F)cc2)nc2c1c(=O)[nH]c(=O)n2C | 7 | 0 | 0 | 0 | 1 | 2 | 0.1 | 100 | -2 | 99 | 100
12 | COCCCn1cnnc1SCC(=O)Nc1ccc(S(=O)(=O)N2CCCC2)cc1 | 34 | -1 | -8 | -16 | -10 | 11 | 0.6 | 101 | -11 | 99 | 99
13 | O=c1cc(O)c2c(=O)n(Cc3ccccc3)c3ccccc3c2o1 | 14 | 0 | -2 | 3 | 1 | 1 | 0.0 | 100 | -2 | 100 | 99
14 | CCOC(=O)C1CCN(C(=O)/C=C/c2ccc(OC)cc2)CC1 | 60 | 5 | -10 | -10 | -5 | 0 | -0.1 | 97 | -3 | 103 | 96
15 | c1cn(-c2ncnc3sc4c(c23)CCCC4)cn1 | 15 | -1 | -2 | -6 | 5 | 0 | 0.2 | 110 | 0 | 113 | 111
16 | CCCCn1c(/N=C/c2ccccc2NS(=O)(=O)c2ccc(C)cc2)nc2ccccc21 | 12 | -4 | -4 | -1 | -3 | 3 | 0.2 | 102 | -2 | 99 | 99
17 | COC(=O)c1cn(NC(=O)Cc2c(F)cccc2Cl)c(=O)c2ccccc12 | 11 | 0 | 0 | 0 | 0 | 1 | 0.4 | 99 | -1 | 99 | 98
18 | CCN(CC)c1ccc(/C=N/OC(C)C(=O)Nc2ccc(C)cc2)cc1 (configuration not stated) | 10 | -7 | -8 | -10 | -7 | 5 | 0.9 | 102 | -13 | 99 | 104
19 | COc1ccc(-c2nnc3n2N=C(c2cccc(Br)c2)CS3)cc1OC | 9 | 0 | -4 | -1 | -3 | 12 | 2.5 | 97 | -18 | 104 | 95
20 | Cc1cc(OCC(=O)Nc2ccc3c(c2)OCCO3)ccc1Cl | 16 | 0 | -3 | -7 | -5 | 4 | 0.8 | 96 | -8 | 102 | 102
21 | COC(=O)C1=C(N)N(c2ccccc2C(F)(F)F)C2=C(C(=O)CCC2)C1c1ccc2c(c1)OCO2 (configuration not stated) | 20 | -5 | 0 | 0 | -3 | 3 | 0.8 | 107 | -4 | 107 | 108

Of the compounds above, three contain an aryl methoxy group.
item | SMILES | GSH fluor | Bcl-W Bim block | Bim-Bcl-XL | Bfl-1 Bim block | Bcl-2 Bim block | ABCG2 inh | ABCB1 block | RGS4-Gao reg | Bcl-B Bim block | RGS8-Gao reg | RGS7-Gao reg
10 | COc1cccc(CNC(=O)c2cc(COc3c(F)cccc3F)on2)c1 | 9 | 0 | -5 | -4 | -1 | 8 | 2.4 | 101 | -1 | 98 | 99
14 | CCOC(=O)C1CCN(C(=O)/C=C/c2ccc(OC)cc2)CC1 | 60 | 5 | -10 | -10 | -5 | 0 | -0.1 | 97 | -3 | 103 | 96
19 | COc1ccc(-c2nnc3n2N=C(c2cccc(Br)c2)CS3)cc1OC | 9 | 0 | -4 | -1 | -3 | 12 | 2.5 | 97 | -18 | 104 | 95

Complete entries from above.
COCCCn1cnnc1SCC(=O)Nc1ccc(S(=O)(=O)N2CCCC2)cc1 across the screens: GSH fluor: 34; Bcl-W Bim block: -1; Bim-Bcl-XL: -8; Bfl-1 Bim block: -16; Bcl-2 Bim block: -10; ABCG2 inh: 11; ABCB1 block: 0.6; RGS4-Gao reg: 101; Bcl-B Bim block: -11; RGS8-Gao reg: 99; RGS7-Gao reg: 99
Cc1ccc(C(=O)/C=C/NCc2ccc(F)cc2)cc1 across the screens: GSH fluor: 14; Bcl-W Bim block: -1; Bim-Bcl-XL: -1; Bfl-1 Bim block: -5; Bcl-2 Bim block: 2; ABCG2 inh: 10; ABCB1 block: 1.2; RGS4-Gao reg: 99; Bcl-B Bim block: -1; RGS8-Gao reg: 101; RGS7-Gao reg: 97
